PHOSPHO1 block: PubChem AID 1565; actives 1.1% (n = 290,000); Phosphoethanolamine/phosphocholine phosphatase (Homo sapiens), Q8TCT1; recombinant PHOSPHO1, absorbance phosphatase assay; inhibition, % at 13.3 µM; in the data active = inhibition above about 60%
GPR7 antagonist: GPR7 receptor antagonists, primary screen, cell-based, fluorescence, single concentration; inhibition, % at 4.4 µM; Neuropeptides B/W receptor type 1 (Homo sapiens), P48145; GPR7-expressing cells, fluorescence antagonist assay; actives 1.1% (n = 290,000); in the data active = inhibition above about 16%, passing the limit was not always enough;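 also: cells stimulated with the agonist NPW; 0% = agonist with vehicle and 100% = vehicle without agonist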
VIM-2 inhibitor: VIM-2 metallo-beta-lactamase inhibitors, primary screen, biochemical, epi-absorbance readout, Pseudomonas aeruginosa enzyme. purified VIM-2, nitrocefin hydrolysis, epi-absorbance fluorescence. inhibition, % at 5.6 µM. actives 0.89% (n = 290,000);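 active = inhibition above the mean of all tested compounds plus 3 SD, cutoff set per screening run, cut at about 7.5% in these data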;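 also: red hydrolysis product quenches plate fluorescence so inhibitors raise well fluorescence; 0% = enzyme with DMSO and 100% = DMSO without enzyme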
OXTR agonist: human OXTR agonists, primary screen, fluorescence, CHO-OTR cells, Fluo-8 calcium. actives 0.32% (n = 320,000). Oxytocin receptor (Homo sapiens), P30559. Fluo-8 calcium fluorescence; normalized: DMSO 0%, oxytocin 100%. activation, % at 3 µM;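 active = activation above the mean of all tested compounds plus 3 SD, cutoff set per screening run, cut at about 20% in these data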;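 also: peak over basal fluorescence ratio from a 100 s FLIPR kinetic read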
Target sequence (P30559 whole entry, looked up): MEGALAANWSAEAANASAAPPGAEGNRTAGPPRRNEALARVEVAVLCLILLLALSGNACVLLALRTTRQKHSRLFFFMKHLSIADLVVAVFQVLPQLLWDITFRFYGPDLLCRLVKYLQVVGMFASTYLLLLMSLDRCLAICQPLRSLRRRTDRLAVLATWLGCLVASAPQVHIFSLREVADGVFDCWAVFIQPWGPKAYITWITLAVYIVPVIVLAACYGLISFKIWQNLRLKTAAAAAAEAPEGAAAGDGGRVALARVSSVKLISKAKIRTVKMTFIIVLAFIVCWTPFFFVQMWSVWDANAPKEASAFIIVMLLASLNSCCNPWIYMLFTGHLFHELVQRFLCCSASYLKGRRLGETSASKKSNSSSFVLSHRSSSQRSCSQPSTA
GalR3 antagonist: GalR3 antagonists in HEK293 cells, primary screen, cell-based, fluorescence readout. Galanin receptor type 3 (Homo sapiens), O60755. HEK293 GalR3-CNG cAMP membrane potential fluorescence; galR3 body fused to GalR1 C-terminus. inhibition, % at 3 µM. actives 0.44% (n = 360,000). AID 651719, 2012;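 active = inhibition above the screen-wide average plus 3 SD, cut at about 13% in these data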;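 also: forskolin and galanin both at EC90 stimulate the cells; cAMP rise reported by CNG channel membrane potential dye signal; 0% = forskolin plus galanin with DMSO and 100% = forskolin alone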
Target sequence (O60755 1-299 limits assumed): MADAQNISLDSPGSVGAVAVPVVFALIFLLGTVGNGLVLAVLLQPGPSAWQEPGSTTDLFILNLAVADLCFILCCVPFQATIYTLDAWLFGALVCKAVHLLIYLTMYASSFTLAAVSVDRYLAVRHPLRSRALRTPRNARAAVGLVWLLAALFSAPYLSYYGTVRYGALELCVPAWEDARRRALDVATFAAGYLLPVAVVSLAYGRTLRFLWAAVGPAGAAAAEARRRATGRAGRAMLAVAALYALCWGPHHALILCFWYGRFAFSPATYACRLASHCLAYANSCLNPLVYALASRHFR
IMP-1 inh: IMP-1 metallo-beta-lactamase inhibitors, primary screen, biochemical, epi-absorbance readout, Pseudomonas aeruginosa enzyme. metallo-beta-lactamase IMP-1 (Pseudomonas aeruginosa). purified IMP-1, nitrocefin hydrolysis, epi-absorbance fluorescence. inhibition, % at 5.6 µM. actives 0.45% (n = 290,000);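 active = inhibition above the mean plus 3 SD of all compounds in the same screening run, cut at about 4.5% in these data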;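 also: 0% = IMP-1 with DMSO and 100% = DMSO wells lacking enzyme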
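System – purified recombinant IMP-1 beta-lactamase · Input – IMP-1 dispensed at 0.2 nM · Timing – 15 min preincubation plus 25 min reaction at 25 °C · Signal – Epi-absorbance fluorescence, 480 nm excitation, 530 nm emission · Measure – percent IMP-1 inhibition derived from blank-referenced optical density · Controls – Enzyme-plus-DMSO low control, enzyme-free DMSO high control · Replication – singlicate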
FID counter: compounds displacing fluorescent DNA intercalator, primary screen, artefact control for HCV NS3 helicase inhibitor project, biochemical, FID fluorescence; DNA fluorescent intercalator displacement; inhibition, % at 7.9 µM; actives 0.17% (n = 290,000); AID 1845, 2009; in the data active = inhibition above about 37%;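 also: 0% = vehicle and 100% = reference compound; higher means more ethidium bromide displaced from hairpin DNA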
NS3 helicase inh: inhibitors of HCV NS3 helicase, primary screen, biochemical, Cy5 molecular beacon fluorescence; Hepatitis C virus NS3 helicase; NS3 helicase DNA unwinding; inhibition, % at 10.9 µM; actives 0.56% (n = 290,000);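 active = inhibition above the mean of all tested compounds plus 3 SD, set per campaign, cut at about 35% in these data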;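 also: 0% = DMSO wells and 100% = thioflavine S control wells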
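Material: hepatitis C virus NS3 helicase domain fragment enzyme; measured by: Cy5 fluorescence, 0 and 60 min reads; control set: DMSO and thioflavine S; incubation: 60 min unwinding reaction at 25 °C after ATP addition; read-out basis: % inhibition from 60/0 min fluorescence ratio, DMSO 0%, thioflavine S 100%; repeats: singlicate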
V1R ag counter: agonists of human V1a receptor, primary screen, counter-screen for OXTR agonist project, fluorescence, CHO-V1R cells; Fluo-8 calcium fluorescence, agonist mode; 0% DMSO, 100% 3 nM vasopressin; AID 2797, 2010; Vasopressin V1a receptor (Homo sapiens), P37288; actives 0.25% (n = 320,000); activation, % at 3 µM;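 active = activation above the mean activation of all tested compounds plus 3 SD, per screening run, cut at about 20% in these data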;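 also: signal is peak over basal fluorescence ratio across a 100 second FLIPR read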
Target sequence (P37288 whole entry, looked up): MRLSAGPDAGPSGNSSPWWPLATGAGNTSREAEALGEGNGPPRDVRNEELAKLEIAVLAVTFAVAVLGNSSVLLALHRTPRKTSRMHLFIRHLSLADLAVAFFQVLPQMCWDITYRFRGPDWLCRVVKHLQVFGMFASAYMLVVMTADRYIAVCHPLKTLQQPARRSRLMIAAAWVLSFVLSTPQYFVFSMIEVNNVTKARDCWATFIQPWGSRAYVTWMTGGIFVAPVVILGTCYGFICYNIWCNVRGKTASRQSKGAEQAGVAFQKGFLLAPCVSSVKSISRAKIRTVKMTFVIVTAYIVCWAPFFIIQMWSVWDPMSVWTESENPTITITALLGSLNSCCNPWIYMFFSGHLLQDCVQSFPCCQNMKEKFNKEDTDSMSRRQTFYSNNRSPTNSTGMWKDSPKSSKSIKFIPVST
An asterisk follows results filed as active; / = no result given. Hits appear at their usual frequency. About 4.3% of those tested had a hit in this group.

Preview:
SMILES	PHOSPHO1 block	GPR7 antagonist	VIM-2 inhibitor	OXTR agonist	GalR3 antagonist	IMP-1 inh	FID counter	NS3 helicase inh	V1R ag counter
Cc1cccc(NC(=O)/C(C#N)=C/c2ccc(Sc3ccccc3)o2)c1C	7.4	7.4	0.2	0.1	-0.9	-1.7	2.8	-6.3	1.7
COc1ccc(N2C(=O)C(Cl)=C(Oc3cccc(OC)c3)C2=O)cc1	-0.9	6.3	-1.7	-0.8	/	-2.6	1.9	7.7	1.4
N#Cc1c(NC(=O)C2C3C=CC(C3)C2C(=O)O)sc2c1CCCCC2 (stereo unspecified)	19.2	-1.8	2.0	1.4	-5.0	-1.7	-12.0	0.1	4.6

The listing, previewed entries included:
SMILES	PHOSPHO1 block	GPR7 antagonist	VIM-2 inhibitor	OXTR agonist	GalR3 antagonist	IMP-1 inh	FID counter	NS3 helicase inh	V1R ag counter
Cc1cccc(NC(=O)/C(C#N)=C/c2ccc(Sc3ccccc3)o2)c1C	7.4	7.4	0.2	0.1	-0.9	-1.7	2.8	-6.3	1.7
COc1ccc(N2C(=O)C(Cl)=C(Oc3cccc(OC)c3)C2=O)cc1	-0.9	6.3	-1.7	-0.8	/	-2.6	1.9	7.7	1.4
N#Cc1c(NC(=O)C2C3C=CC(C3)C2C(=O)O)sc2c1CCCCC2 (stereo unspecified)	19.2	-1.8	2.0	1.4	-5.0	-1.7	-12.0	0.1	4.6
Cc1ccccc1NC(=O)CN1C(=O)S/C(=C\c2cccn2-c2cccc(C(=O)O)c2)C1=O	46.3	0.8	-2.3	0.1	-1.1	-2.2	-15.9	28.3	0.2
COc1cccc(-n2c(SCc3ccccn3)nc3c(c2=O)SCC3)c1	-12.6	-6.6	-1.2	-0.8	-6.1	-3.0	-18.1	10.2	-0.3
CN(C)C(/C=C/Nc1ccccc1F)=C(C#N)C#N	3.3	-7.7	-1.3	0.3	1.5	-0.6	1.4	-8.2	0.7
O=C(CCC1(C(=O)O)CCC(=O)NC1)NCc1ccccc1 (stereo unspecified)	20.1	-0.8	-2.0	0.1	-6.6	-3.8	1.5	0.8	-0.5
Cc1ccccc1CSCCNS(C)(=O)=O	7.2	0.6	-2.0	1.1	-5.7	-2.4	-1.1	-4.4	0.1
O=C(CC1NCCc2ccccc21)Nc1cccc(Cl)c1 (stereo unspecified)	16.3	-3.5	-1.9	3.4	-7.1	-0.4	-1.5	11.7	3.4
CCn1c2ccccc2c2cc(Nc3cc(C)nc4ncnn34)ccc21	-14.5	0.2	4.8	-1.7	6.3	-2.2	-20.5	-11.0	-0.6
Cc1ccccc1-n1c(SC/C(O)=C(\C#N)c2nc3ccccc3[nH]2)nnc1-c1ccncc1	36.8	-8.7	-0.9	-1.4	1.6	-2.5	-26.0	8.8	0.5
O=C(COC(=O)c1ccccc1Cl)Nc1nccs1	20.8	2.6	2.3	-0.1	-9.4	-1.8	6.6	1.2	-0.9
O=c1c(Cc2ccc(F)cc2)c(O)ccn1CCc1ccccn1	17.9	-20.3	-1.1	-0.6	-2.8	-5.3	-6.5	6.8	-0.5
COc1ccc(-n2c(C)cc3cc(OC(C)=O)ccc32)cc1	13.9	-17.3	-0.8	-1.5	-9.2	0.2	-23.1	-2.8	-1.6
Cc1ccc(N2CC(C(=O)Nc3cc(C)on3)CC2=O)c(C)c1 (stereo unspecified)	27.9	-4.1	-0.4	-1.0	-9.3	-1.0	-9.9	1.4	1.3
COC(=O)[C@H](Cc1ccccc1)NC(=O)c1ccc2ccccc2n1	31.9	-1.2	-3.0	-1.3	-8.9	-1.7	-35.2	-5.0	0.2
Cc1ccc(NC(=O)c2cc(-c3ccco3)on2)cc1	3.4	-7.6	-3.1	0.2	-3.2	-4.2	-3.3	-0.3	-0.6
COc1ccc(S(=O)(=O)N2CCOCC2)cc1NC(=O)CSc1nnc2ccccn12	12.7	-18.0	-3.6	0.5	/	-3.3	-5.7	-2.1	-0.6
O=C(Nc1ccc(-c2nc3c(ccc4ccccc43)o2)cc1)c1ccco1	6.8	-6.7	-2.0	0.7	-8.3	-3.2	-2.0	-13.2	0.0
Cc1cc(CN(C)C(=O)CC2C(=O)NCCN2Cc2ccc(-c3ccccc3)cc2)on1 (stereo unspecified)	6.7	5.7	-3.5	2.1	1.9	-4.2	-38.0	-19.2	4.9
COC(=O)c1cc2ccsc2n1CC(=O)Nc1cc(C)cc(C)c1	-10.2	1.3	2.8	-0.8	-2.7	-0.8	-3.5	-4.2	-0.6
COC(=O)C1=C(C)NC(=O)/C1=C\c1ccco1	12.6	-11.6	-2.9	-0.8	-7.0	-2.6	-12.9	8.1	-0.2
Cc1ccc2cc(CCNC(=O)c3ccc(S(=O)(=O)N4CCCCC4)cc3)c(=O)[nH]c2c1	33.9	-15.3	-0.6	-1.6	-4.8	-0.8	-4.6	0.6	-0.2
O=C(NC(=S)N1CCCC1)c1ccc(Cl)cc1Cl	2.9	5.3	-3.0	-1.1	-2.7	-1.6	-3.2	-0.1	-1.3
COc1ccc(C(CNC(=O)c2oc3ccc(Cl)cc3c2C)N2CCCCC2)cc1 (stereo unspecified)	29.3	0.3	-4.7	-0.3	-8.1	-1.6	31.2	-79.8	-0.2
COc1nc(-c2ccccc2)ccc1-c1noc(C)n1	-45.7	3.5	0.9	-1.3	-6.2	-3.2	-18.2	4.3	-0.5
COc1ccc(CNC(=O)CN(C)S(=O)(=O)c2ccc3c(c2)c(=O)n(C)c(=O)n3C)cc1	37.5	-8.4	-2.4	0.5	-7.7	-3.3	-20.5	6.2	2.0
COc1ccccc1CCc1nnc(CCC(=O)N(C)Cc2cccc3cnccc23)o1	19.9	-8.5	-1.7	-0.7	-5.1	1.6	-32.6	-0.1	1.3
Cc1nc2scc(C)n2c(=O)c1S(=O)(=O)N1CCN(c2ccccc2)CC1	24.0	-5.7	-2.4	0.5	-8.6	-3.6	-26.5	-6.1	2.4
O=C(NC(Cc1c[nH]c2ccccc12)C(=O)O)c1ccc(Br)cc1 (stereo unspecified)	42.6	-6.6	1.2	1.9	-3.4	-1.9	-24.2	7.6	5.0
O=C(NCCCN1CCOCC1)NC1CCCCC1	1.7	-2.5	-2.7	0.7	-0.5	-1.6	0.4	1.8	1.2
O=C1C(=O)N(Cc2ccco2)C(c2cccc(Cl)c2)/C1=C(\O)c1ccc2c(c1)OCCO2 (stereo unspecified)	-9.2	-8.7	-0.8	0.9	-2.8	-3.3	-46.2	46.7*	0.2
CCCCC(=O)Nc1cc2nn(-c3ccc(OC)cc3)nc2cc1C	2.7	-13.4	0.3	0.5	-5.8	-1.9	2.3	5.8	0.5
CC(C)c1nc(SCC(=O)N2CCCc3ccccc32)c2c(=O)n(C)c(=O)n(C)c2n1	10.1	-3.8	1.0	-0.8	/	-3.7	-2.7	-9.7	0.9
CCc1ccccc1N(C)S(=O)(=O)c1ccc2[nH]cc(C(=O)O)c(=O)c2c1	27.5	-6.0	-3.2	0.5	4.1	-4.4	-16.0	14.4	0.0
COc1ccc(CN2CCN(CCC(C)C)C(CCO)C2)cc1Cn1cncn1 (stereo unspecified)	47.1	-9.1	-0.3	0.1	0.1	-1.1	-9.1	0.8	-0.5
COc1ccc(CCn2c(SCC(=O)Nc3cc(C)on3)nc3ccccc3c2=O)cc1OC	7.6	-3.5	0.9	-0.4	-5.7	-1.4	-4.3	-3.5	-0.7
Cc1csc(NC(=O)CCCc2cccs2)n1	16.2	-6.3	3.2	-0.7	-3.3	0.4	-8.7	-5.1	1.5
CC(C)COC(=O)CCNc1n[nH]c(=O)[nH]c1=O	0.2	3.9	-3.4	1.2	-3.0	-1.9	1.4	-1.3	0.7
COc1ccccc1NC(=O)CSc1nncn1-c1cccnc1	-13.3	-13.9	-2.1	1.9	-6.8	-4.8	-0.9	0.1	0.3
CCCC(CCC)C(=O)OC1C[C@H]2CC[C@@H](C1)[N+]2(C)C (stereo partly specified)	10.9	0.0	-3.0	-0.3	-2.2	-2.3	1.3	-0.4	0.3
Cc1cc(S(=O)(=O)Nc2ccc(F)cc2)c(C)s1	-20.9	-7.1	0.3	-0.7	-6.6	-1.5	-3.1	-7.5	11.7
CC(C)(C)c1nnc(NC(=O)CCS(=O)(=O)Cc2ccccc2)s1	31.0	-10.8	-3.4	2.3	-8.3	-3.0	-32.0	1.6	1.1
CCOc1ccccc1OCCCCN1CCCC1	-1.2	3.9	-3.3	-0.1	-5.3	-0.7	4.8	2.5	0.6
Cc1cc(NS(=O)(=O)c2ccc(NC(=O)/C=C/c3ccco3)cc2)nc(C)n1	-0.5	-16.1	-2.4	0.3	-5.0	-3.8	-11.1	14.6	-0.3
Cc1nc2ccc(NC(=O)NCCO)cc2s1	-6.0	8.8	1.6	0.2	-4.2	-0.5	3.0	11.2	-0.1
COc1cc(NC(=O)c2cc(C)nc3ccccc23)cc(OC)c1OC	0.7	-11.8	-5.0	0.8	-3.5	-3.2	-16.0	-8.8	0.2
COc1cccc(N2CCN(C(=O)c3cc4ccc(OC)cc4[nH]3)CC2)c1	-3.1	20.7	-0.6	-1.6	-10.8	-1.1	-26.6	-15.3	-0.6
COc1ccccc1NC(=O)/C(=C\c1cccs1)NC(=O)c1ccco1	22.5	-5.9	-3.6	0.8	-0.1	-3.7	-3.3	2.6	2.2
COc1cc(NC(=O)CN2C(=O)c3ccccc3Sc3ccc(C(=O)N4CCOCC4)cc32)cc(OC)c1OC	0.6	-4.5	-0.7	-0.1	-2.9	-3.2	-53.7	6.3	0.7
Next part:
SMILES	PHOSPHO1 block	GPR7 antagonist	VIM-2 inhibitor	OXTR agonist	GalR3 antagonist	IMP-1 inh	FID counter	NS3 helicase inh	V1R ag counter
CCC(=O)Nc1nnc(SCCOC)s1	-0.3	2.6	-3.5	0.1	-2.3	-2.5	2.9	2.0	0.5
O=C(CS(=O)(=O)Cc1ccccc1)N1CCN(c2ccccc2F)CC1	57.8	-4.8	-1.3	0.2	0.4	-1.1	-37.0	-7.4	1.4
Cc1cc(/C=N/NC(N)=S)c(C)n1-c1ccc(Cl)cc1	2.6	-0.7	-3.2	2.1	-6.7	-0.9	-0.4	-12.0	3.5
CCOc1ccccc1-c1cc(-c2n[nH]c(=S)n2CC)c2ccccc2n1	-14.6	-14.9	-4.8	-1.0	2.6	-2.0	-24.0	-4.3	-0.3
CCC1CCC2(CC1)NC(=O)N(CC(=O)Nc1cc(C)on1)C2=O (stereo unspecified)	4.9	-10.3	-3.2	-1.8	-10.9	-2.0	-21.6	11.6	0.9

Bioassay records: PubChem BioAssay, several laboratories
